H37Rv inhibition: M. tuberculosis growth inhibition, HTS (AID 449762); M. tuberculosis H37Rv growth inhibition, 7H9 media; higher % means a stronger effect; inhibition, % at 25 µM, or IC50 in µM where a hit was titrated; 330,000 compounds, 0.59% hits; in the data active means a potency from the dose series; inconclusive means inhibition above about 70% without an active follow-up result;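 further: bacterial growth assessed after seven days of incubation; strong numbers were not always called active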
VEEV TC-83 Vero: inhibitors of VEEV TC-83 cytopathic effect, confirmation, Vero cells (AID 588727); 350,000 compounds, 0.13% hits; one-dose inhibition, % at 20 µM; IC50 in µM for titrated hits; Vero cells, VEEV TC-83 cytopathic effect inhibition; higher % means a stronger effect; in the data active means a potency from the dose series; inconclusive means inhibition mostly from about 14% at the one dose, without a potency; inactive means the rest, 99 in 100 with inhibition below about 12%; further: strong numbers were not always called active
H1N1 NS1A inhibition: H1N1 influenza NS1A inhibitors, functional cell based assay (AID 504329) | NS1A functional cell-based assay, percent inhibition; higher % means a stronger effect | one-dose inhibition, % at 12.5 µM; IC50 in µM for titrated hits | 340,000 compounds, 0.3% hits; in the data active means a potency from the dose series; inconclusive means inhibition above about 27% without an active follow-up result; further: strong numbers were not always called active
tuberculosis growth: growth inhibition of non-replicating M. tuberculosis (AID 488890); Mycobacterium tuberculosis non-replicating, growth inhibition; higher % means a stronger effect; inhibition, % at 25 µM; hits with a dose series show IC50 in µM; 320,000 compounds, 0.39% hits; in the data active means a potency from the dose series; inconclusive means inhibition mostly from about 82% at the one dose, without a potency; inactive means the rest, 99 in 100 with inhibition below about 76%;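 further: plate controls were DMSO cells for no effect and high antibiotic wells for full effect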
Salmonella PhoP GFP: PhoP regulon inhibitors, Salmonella typhi PhoP promoter GFP reporter, confirmatory (AID 1850) | Salmonella Typhi PhoP-promoter GFP reporter, fluorescence, 4 h; higher % means a stronger effect | one-dose inhibition, % at 50 µM; IC50 in µM for titrated hits | 310,000 compounds, 0.33% hits; in the data active means a potency from the dose series; inconclusive means inhibition mostly from about 25% at the one dose, without a potency; inactive means the rest, 99 in 100 with inhibition below about 19%;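 further: 0% = induced wells with vehicle and 100% = uninduced wells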
VEEV TC-83 Vero 10K pilot screen: recorded beside VEEV TC-83 Vero, whose call it bears; inhibition, %; measured here: 10K pilot screen inhibition
Numbers without * were called inactive; i = inactive; ? = inconclusive; nt = no result given.

SMILES	H37Rv inhibition	VEEV TC-83 Vero	H1N1 NS1A inhibition	tuberculosis growth	Salmonella PhoP GFP	others
CC1CC(C(F)F)n2nc(C(=O)Nc3sc4c(c3C#N)CCC(C(C)(C)C)C4)nc2N1 (centres undefined)	4%	0.9%	1%	-2%	-1%
COc1ccc(OC)c(C(C)NC(=O)Nc2cccc(C(C)=O)c2)c1 (centres undefined)	12%	0.8%	-12%	23%	-16%
Cc1[nH]c2ccccc2c1/C=N/NC(=O)CNC(=O)Cc1ccccc1	11%	1.4%	-3%	-6%	-6%
CCN(C(=O)CN1C(=O)COc2ccc(S(=O)(=O)N3CCOCC3)cc21)c1ccc(OC)cc1	3%	i	0%	-2%	-12%
CC1CCC(NC(=O)c2ccc(CNc3c(NC4CCCCC4)c(=O)c3=O)cc2)CC1 (centres undefined)	2%	0.1%	2%	nt	1%
CCN1C(=O)[C@H]2[C@@H](c3ccc(-c4ccc(C(C)=O)cc4)c(OC)c3)N3CCCC[C@@]3(C(=O)OC)[C@H]2C1=O	3%	3.4%	15%	17%	nt
O=c1cc(CO)[nH]cc1OCc1ccccc1	-2%	2.2%	2%	3%	3%
CCS(=O)(=O)c1ccc(Sc2nncn2C)c([N+](=O)[O-])c1	6%	3.6%	-10%	0%	-5%
O=C(NCc1ccc(F)cc1)C(=O)NCC1OCCN1C(=O)c1cccs1 (centres undefined)	1%	i	-7%	-1%	-8%
Cc1cc(NC(=O)CSc2nnc(-c3cccnc3)n2N)no1	8%	0.5%	1%	-26%	24%
COc1cccc(/C=N/NC(=O)C(c2ccncc2)N2CCOCC2)c1 (centres undefined)	1%	1.9%	nt	-5%	4%
CNc1nc(Nc2ccc(C(C)=O)cc2)nc(OC(C(F)(F)F)C(F)(F)F)n1	-1%	6.7%	-3%	1%	1%
NS(=O)(=O)c1cc(C(=O)OCC(=O)Nc2ccc(N3CCCCC3)cc2)ccc1Cl	2%	1.4%	22%	6%	14%
COc1cccc(NC(=O)Nc2cnccn2)c1	7%	1.0%	6%	-13%	-6%
CO/N=C/CC(=O)c1cnc(-c2ccccc2)s1	?	1.8%	0%	12%	-4%
O=C(COc1ccccc1Cl)Nc1ccc(C(=O)O)cc1NC(=O)COc1ccccc1Cl	8%	5.0%	20%	6%	0%
CC(C)(C)C(=O)NC(=S)Nc1ccc(Cl)c(C(=O)O)c1	6%	1.6%	-10%	11%	-8%
CCNC(=O)NNC(=O)C1CC(c2cccs2)=NO1 (centres undefined)	-7%	0.8%	-6%	-1%	-2%
COc1ccc(Cl)cc1NC(=O)CN1CCN(Cc2ccccc2)CC1	8%	0.1%	-23%	17%	-2%
CCn1ccc(C(=O)N2CCOCC2)n1	-3%	0.9%	8%	-7%	-2%
O=C(Nc1ccc(-n2cnnn2)cc1)C(c1ccccc1)c1ccccc1	-1%	1.2%	15%	2%	2%
O=C(Nc1ccc(S(=O)(=O)NCc2cccnc2)cc1)c1ccccc1Cl	-20%	i	-12%	3%	-6%
CC1CN(S(=O)(=O)N(C)C)CCN1S(=O)(=O)N(C)C (centres undefined)	-11%	i	0%	-10%	-12%
Cc1cc(C)cc(NC(=O)CSc2nc3[nH]c(=O)cc(O)c3s2)c1	8%	1.3%	-3%	-1%	13%
FC(F)(F)c1cccc(N2CCNCC2)c1	29%	nt	nt	-5%	-5%
Cc1cc(C)cc(NC(=O)CN2CCN(c3ccccc3)CC2)c1	3%	0.9%	-14%	7%	-21%
COc1ccccc1CN1CCC(CNS(=O)(=O)c2cc(-c3cc(C)no3)ccc2OC)CC1	10%	80%	-1%	22%	-1%
CN(C)CCNC(=O)c1cccc(S(=O)(=O)Nc2ccc(F)cc2)c1	2%	i	-1%	-7%	-3%
Cc1c(C(=O)NCC2CCCO2)oc2ccc3c(c12)C(=O)CC(C)(C)O3 (centres undefined)	1%	5.3%	-1%	7%	0%
CCOc1ccc(S(=O)(=O)N2CCCCC2)cc1NC(=O)C1CSC2(C)CCC(=O)N12 (centres undefined)	-1%	8.5%	-3%	-1%	3%
O=C1c2cccc3cccc(c23)C(=O)N1c1ccc2ncccc2c1	-2%	i	3%	40%	6%	VEEV TC-83 Vero 10K pilot screen=1.6
O=C(CNC(=O)c1ccccc1)OCCOc1cccc(Cl)c1	28%	1.5%	-3%	22%	6%
O=C(Cn1cccc1)Nc1ccc(F)cc1F	-9%	i	19%	4%	4%
C=CCO/N=C(/C)c1ccc(Oc2cnccn2)cc1	9%	1.9%	-6%	66%	-3%
COC(=O)Cc1c(C)nc2nc(-c3cccnc3)[nH]n2c1=O	1%	1.8%	3%	1%	-17%
CCOC(=O)c1c(NC(=O)/C=C/C(=O)O)sc(C)c1-c1ccc(C)c(C)c1	-2%	8.8%	-8%	36%	-1%
Cc1ccccc1NC(=O)CSc1ccc(-c2ccc(-n3cccn3)cc2)nn1	-4%	1.8%	10%	-3%	-2%
Cc1c(C(=O)Nc2ccc(F)c(F)c2)oc2ccc(S(=O)(=O)N3CCCCC3)cc12	4%	4.2%	0%	-7%	-4%
Cc1ccc(/C=N/N2CCN(c3ccccn3)CC2)cc1	3%	2.8%	19%	20%	12%
COC(=O)c1c(NC(=O)C2CC=CCC2C(=O)O)sc(C)c1C (centres undefined)	0%	1.1%	7%	5%	1%
O=C(NC(=S)Nc1ccccc1Br)c1ccco1	12%	1.4%	2%	50%	-31%
Cc1ccc(Nc2nc(C(=O)N3CCC(C(=O)NCCN4CCOCC4)CC3)cs2)cc1	-1%	1.4%	-12%	12%	14%
O=C(OCC(=O)N1CCN(c2ccccc2)CC1)c1ccccc1NCCO	8%	2.2%	-4%	1%	2%
O=C(CSc1nc2nn(-c3ccccc3)c(=O)c-2c2n1CCCCC2)NCCc1ccccc1	3%	7.1%	3%	21%	-8%
C#CCOCCOCCOCCNc1nc(N2CCN(C(=O)CCCCCCCCCCNC(=O)[C@@H](CCSC)n3cc(CCO)nn3)CC2)nc(N2CCN(C(=O)CCCCCCCCCCNC(=O)[C@H]([C@@H](C)CC)n3cc(CCCCN=C(N)N)nn3)CC2)n1	?	?	19%	?	83µM*
O=C(/C=C/c1ccccc1)NC(=S)Nc1cccnc1	16%	i	-8%	6%	0%
COc1cc(CN(C)C)cc(C=O)c1O	11%	1.9%	2%	-5%	9%
Cc1ccc([N+](=O)[O-])cc1NC(=O)Nc1onc(C)c1C	3%	i	1%	-1%	-4%
CCOC(=O)CSc1ccc(C(=O)NCCCN2CCOCC2)cc1[N+](=O)[O-]	1%	0.7%	-6%	-11%	1%
O=C1CC(N2CCN(c3ccccc3Cl)CC2)C(=O)N1c1cccc(F)c1 (centres undefined)	-10%	i	7%	16%	13%
Cc1ccc(C(=O)OCC(=O)Nc2ccc3[nH]c(=O)[nH]c3c2)cc1S(=O)(=O)N1CCOCC1	-1%	1.1%	1%	11%	9%
Cc1ccc(S(=O)(=O)Cc2cc(-c3ccc(Cl)cc3)no2)cc1	-5%	4.2%	-4%	28%	5%
Cc1nc(NC(=O)c2ccccc2)sc1-c1csc(NCc2ccccc2)n1	?	5.6%	3%	16%	-3%
O=C(CCNC(=O)c1ccccc1Cl)N/N=C\c1ccc(O)cc1	9%	0.6%	1%	9%	7%
CCCNC(=O)C(Cc1ccccc1)NS(=O)(=O)c1cccc2nsnc12 (centres undefined)	1%	1.4%	7%	2%	2%
CCCn1c(NC(=O)C23CC4CC(CC(O)(C4)C2)C3)nc2ccccc21	59%	0.1%	8%	?	-5%
O=C(Cc1ccccc1)N1CCN(CC2CC3C=CC2C3)CC1 (centres undefined)	0%	0.1%	-5%	50%	-3%
O=C(O)c1ccc(COc2c(F)c(F)cc(F)c2F)cc1	10%	1.0%	2%	12%	14%
O=C1c2cccnc2C(Nc2ccc(S(=O)(=O)N3CCCCC3)cc2)N1Cc1ccccc1 (centres undefined)	2%	i	-3%	-8%	-3%
Cc1ccc(C(=O)Cn2nnc3c(sc4nc5c(c(-c6ccccc6)c43)CCC5)c2=O)cc1	8%	i	5%	-10%	2%

(more compounds)
SMILES	H37Rv inhibition	VEEV TC-83 Vero	H1N1 NS1A inhibition	tuberculosis growth	Salmonella PhoP GFP	others
O=C(NCc1ccccc1)C(c1ccncc1)N(C(=O)c1csnn1)C1CC1 (centres undefined)	-2%	5.1%	6%	0%	-1%
CCCN(CCC)C(=O)C1c2ccccc2Oc2ccccc21	3%	i	-7%	21%	5%
Cc1ccc(S(=O)(=O)N2CCN(CN3C(=O)CC4(CCCC4)C3=O)CC2)cc1	nt	1.0%	-8%	nt	nt
COc1cc(OC)c(C(=O)NCc2ccc3c(c2)OCO3)cc1OC	3%	0.5%	-9%	-2%	7%
CCC(C)NC(=O)COC(=O)c1ccc(Cl)cc1O (centres undefined)	4%	1.7%	-1%	67%	6%
CCN(C/C=C/c1ccccc1OC)Cc1ccccc1	-4%	i	-5%	nt	-7%
OC(COc1ccccc1)CN1CCOCC1 (centres undefined)	-11%	0.9%	-2%	-9%	3%
CC(=O)N(Cc1cc2cc(C)ccc2[nH]c1=O)c1cccc(C)c1C	-2%	1.6%	-5%	-9%	-12%
O=C(COC(=O)c1ccccc1Nc1ccccc1)Nc1ccccc1	4%	2.2%	-13%	62%	-8%
CN=C(Nc1ccc(C(=O)OC)cc1)SC1CC(=O)N(c2ccccc2F)C1=O (centres undefined)	3%	4.1%	5%	11%	-2%
CCOc1ccc2c(c1)C(C)=CC(C)(C)N2C(=O)Nc1ccccc1F	0%	i	3%	11%	-6%
O=C(N/N=C/c1ccccc1F)c1cccc(NC(=O)c2ccccc2Cl)c1	7%	3.6%	6%	5%	12%
Cc1cc(C(=O)NNC(=O)NC(C)C)no1	-4%	0.1%	10%	-10%	4%
O=C(OC(C(=O)NCC1CCCO1)c1ccc(F)cc1)c1cccs1 (centres undefined)	-6%	0.2%	-5%	-5%	-4%
Cc1ccc(Cn2c(C3CCCN3c3nc(-c4ccc(F)cc4)cs3)nc3cc(C(F)(F)F)ccc32)cc1 (centres undefined)	46%	i	-11%	27%	-9%
Cc1cccc(NC2(C(=O)O)CCCC2)c1	nt	2.3%	8%	nt	nt
O=C(O)c1ccc(N/N=C/c2ccc3ncccc3c2)cc1	12%	0.8%	3%	14%	-3%
O=C(NC(=S)N(CCc1ccccc1)CCc1ccccc1)c1ccco1	14%	0.1%	11%	?	-11%
COc1ccc(/C=C(\NC(=O)c2ccco2)C(=O)NCc2ccco2)cc1	-2%	1.1%	1%	4%	8%
C=CCN(c1ccccc1Cl)S(=O)(=O)c1cc(C(=O)N2CCCC2)ccc1Cl	-4%	i	0%	44%	-49%
CC(=O)c1cccc(CN(C)CC2CCCN(CCc3ccccc3C)C2)c1 (centres undefined)	10%	1.1%	1%	27%	9%
Cn1cc(CN2CCc3ccccc3C2)c2ccccc21	4%	i	-2%	12%	-14%
CCCC(=O)Nc1cccc(Oc2nc(C)cc(C)c2C#N)c1	7%	0.5%	5%	0%	-12%
O=C(CSc1nc2ccc(Cl)cc2[nH]1)N1CCN(C(=O)c2ccco2)CC1	-1%	2.1%	-1%	9%	-9%
COc1ccc2c([N+](=O)[O-])c(Cl)[nH]c2c1	-1%	0.8%	-7%	-6%	9%
COc1ccc(CNC(=O)CN2C(=O)CSc3ccc(S(=O)(=O)N4CCCCC4)cc32)cc1	-2%	2.3%	7%	1%	8%
O=c1[nH]cccc1-c1nc2ccccc2n1Cc1cccc(F)c1	-4%	i	3%	0%	1%

Gathered by group: the entries above with two or more sulfur atoms.
SMILES	H37Rv inhibition	VEEV TC-83 Vero	H1N1 NS1A inhibition	tuberculosis growth	Salmonella PhoP GFP	others
CCS(=O)(=O)c1ccc(Sc2nncn2C)c([N+](=O)[O-])c1	6%	3.6%	-10%	0%	-5%
CC1CN(S(=O)(=O)N(C)C)CCN1S(=O)(=O)N(C)C (centres undefined)	-11%	i	0%	-10%	-12%
Cc1cc(C)cc(NC(=O)CSc2nc3[nH]c(=O)cc(O)c3s2)c1	8%	1.3%	-3%	-1%	13%
CCOc1ccc(S(=O)(=O)N2CCCCC2)cc1NC(=O)C1CSC2(C)CCC(=O)N12 (centres undefined)	-1%	8.5%	-3%	-1%	3%
Cc1nc(NC(=O)c2ccccc2)sc1-c1csc(NCc2ccccc2)n1	?	5.6%	3%	16%	-3%
CCCNC(=O)C(Cc1ccccc1)NS(=O)(=O)c1cccc2nsnc12 (centres undefined)	1%	1.4%	7%	2%	2%
COc1ccc(CNC(=O)CN2C(=O)CSc3ccc(S(=O)(=O)N4CCCCC4)cc32)cc1	-2%	2.3%	7%	1%	8%

Screening data (PubChem)
